N370S GC mod: inhibitors or activators of N370S glucocerebrosidase for Gaucher disease; P04062; N370S GC spleen homogenate, 4MU-glucoside fluorescence; Potency, µM (series often up to 59.4 µM), without a hit: at the top dose activity change, negative = inhibition, most hits filed as inhibitors; 330,000 compounds, 0.092% hits;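 further: 0% = full enzyme activity and -100% = no enzyme basal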
TDP1 block: TDP1 (human) enzyme inhibition; Q9NUW8; 350,000 compounds, 0.28% hits; recombinant TDP1, AlphaScreen DNA substrate cleavage; Potency, µM (highest dose often 130 µM), for the others: at the top dose activity change, negative = inhibition, most hits filed as inhibitors; further: nearly all actives have a fitted effect of over 40% in size
Target sequence (Q9NUW8 whole entry, looked up): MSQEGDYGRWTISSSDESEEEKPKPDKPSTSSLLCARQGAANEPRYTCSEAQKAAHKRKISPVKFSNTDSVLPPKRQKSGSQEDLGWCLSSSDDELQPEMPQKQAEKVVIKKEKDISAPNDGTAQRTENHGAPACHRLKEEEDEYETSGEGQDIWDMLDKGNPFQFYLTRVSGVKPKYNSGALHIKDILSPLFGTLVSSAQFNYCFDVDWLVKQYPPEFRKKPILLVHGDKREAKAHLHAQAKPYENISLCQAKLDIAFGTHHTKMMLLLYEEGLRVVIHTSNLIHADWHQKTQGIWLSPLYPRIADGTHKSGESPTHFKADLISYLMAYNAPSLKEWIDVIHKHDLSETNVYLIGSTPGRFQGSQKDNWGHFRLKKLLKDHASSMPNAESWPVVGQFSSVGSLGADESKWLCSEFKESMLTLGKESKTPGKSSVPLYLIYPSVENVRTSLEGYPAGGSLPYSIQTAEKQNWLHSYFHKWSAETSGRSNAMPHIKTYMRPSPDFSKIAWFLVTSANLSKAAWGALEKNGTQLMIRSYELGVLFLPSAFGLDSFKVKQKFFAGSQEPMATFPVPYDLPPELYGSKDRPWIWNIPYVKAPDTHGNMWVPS
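Signal: AlphaScreen proximity between streptavidin donor and anti-FITC acceptor beads on intact substrate. Reaction: Tdp1 1 nM, substrate 15 nM final, 5 min RT after 15 min compound preincubation.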
FEN1 inh: inhibitors of human flap endonuclease 1. Recombinant FEN1 flap cleavage, fluorescence, 15 min. 390,000 compounds, 0.35% hits. Potency, µM (top dose mostly 114 µM), inactives show top-dose activity change, negative = inhibition, actives largely listed as inhibitors. AID 588795; further: nearly all actives have a fitted effect of over 65% in size
Target sequence (P39748 whole entry, looked up): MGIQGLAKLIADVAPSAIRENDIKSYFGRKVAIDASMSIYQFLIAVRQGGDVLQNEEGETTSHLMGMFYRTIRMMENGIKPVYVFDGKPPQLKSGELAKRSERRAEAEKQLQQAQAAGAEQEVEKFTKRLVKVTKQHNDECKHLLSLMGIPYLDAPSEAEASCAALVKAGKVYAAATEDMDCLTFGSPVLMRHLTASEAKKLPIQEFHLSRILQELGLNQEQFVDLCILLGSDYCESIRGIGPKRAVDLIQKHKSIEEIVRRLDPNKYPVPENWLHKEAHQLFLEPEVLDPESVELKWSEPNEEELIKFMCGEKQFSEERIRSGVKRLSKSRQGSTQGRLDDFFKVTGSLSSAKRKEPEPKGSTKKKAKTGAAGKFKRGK
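In this screen, 50 nM flap DNA substrate was added to 10 nM FEN1 pretreated with compound for 15 min at room temperature; cleavage was followed with reads at 0 and 15 min, and Hill fitting gave concentration–response parameters.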
* marks the source's active call; other numbers are inactive results; ? = inconclusive; nt = no result given; & = joins results of further samples; [ ] = another dose, or the depositor's remark. The call rests on the fitted dose curve; in most records, active means well fitted curve in the direction sought with a large enough effect; inconclusive means small, poorly fitted or top-dose-only effect, or another doubt; inactive means no such curve, though single readings can be large; an effect the other way counts as inactive or inconclusive. Unless noted, on the % scale 0 is the no-effect control and ±100 the full control effect; potency means the concentration at half of the fitted maximal effect. Not a hit list; about 0.57% have a hit in one of these screens.

SMILES | N370S GC mod | TDP1 block | FEN1 inh
CC1CN(Cc2ccccc2)C(C)CC1O (stereo not given) | 4% | -1% | -1%
Cc1oc(-c2ccccc2)nc1C(=O)OCC(=O)NC(=O)NCC(C)C | 11% | 3% | 8%
C#CCNC(=O)C1=C[C@H](c2ccc(Br)cc2)C[C@H](OCCCCO)O1 | 10% | 1% | 7%
Cc1ccc(Nc2ncc(C(=O)Nc3ccc(F)cc3F)c3ccccc23)cc1Cl | nt | 3% | -26%
CCOC(=O)C/C(N)=N/N(C)c1ncc(C(F)(F)F)cc1Cl | -4% | 7% | 0%
O=C(CSCc1ccccc1)Nc1cccc(F)c1 | 2% | -4% | 1%
N/C(=N\OC(=O)Nc1ccccc1)c1ncc([N+](=O)[O-])s1 | 1% | nt | -6%
COc1ccc(Cl)cc1NC(=O)C(C)OC(=O)Cn1cc(C(F)(F)F)ccc1=O (stereo not given) | nt | 0% | -4%
O=C(NCCc1c[nH]c2ccccc12)C1CCN(S(=O)(=O)c2ccccc2F)CC1 | -10% | 8% | -1%
CC(C)CN(C(=O)COC(=O)c1ccc2c(c1)NC(=O)CS2)C1CCS(=O)(=O)C1 (stereo not given) | 2%[2.35 µM] | 0% | -1%
CN(Cc1ccccc1)c1ccc(-c2nc(-c3ccccc3)no2)cc1[N+](=O)[O-] | nt | 11% | 5%
Cc1cccc(Nc2nc3ccccc3s2)c1C | 17% | 5% | 2%
COc1ccc(C)cc1NC(=O)C1CCCN(S(=O)(=O)c2ccc3c(c2)oc(=O)n3C)C1 (stereo not given) | nt | 4% | -6%
Cc1ccc(CNc2ccc3nnc(-c4ccccc4)n3n2)cc1 | 27% | 3% | 12%
CCN(CC)S(=O)(=O)c1cc(C(=O)NC2=NCCS2)ccc1Cl | 0% | 3% | 3%
O=C(NCCc1ccccc1)C(=O)Nc1nccs1 | 1% | 6% | 2%
O=C(O)c1ccc(Nc2ncnc3ccccc23)cc1 | 8% | nt | -19%
CCc1ccc(S(=O)(=O)NCc2nc3cccnc3n2Cc2cccc(OC)c2)cc1 | nt | 12% | -9%
O=C(/C=C/c1ccccc1)NC(NC(=S)Nc1ccc(Cl)cc1Cl)C(Cl)(Cl)Cl (stereo not given) | 11% | 5% | -7%
CCCCn1c(SCC(=O)c2ccc(OCC)cc2)nc2cc(S(N)(=O)=O)ccc21 | 12% | 1% | 1%
CCn1c(CNC(=O)c2ccco2)nnc1SCCOc1ccccc1 | -14% | 3% | -6%
CN(C)c1ccc(CN(Cc2ccco2)C(=O)c2ccco2)cc1 | -1% | 17% | 12%
Cc1ccc(N=Cc2c(O)n(-c3nccs3)c(=O)c3ccccc23)c(C)c1 | 25% | -1% | 1%
O=c1c2cc(Br)ccc2[nH]c(=S)n1Cc1cccnc1 | -1% | 0% | 1%
CCOC(=O)N1CCN(C(=O)CCCn2c(=S)[nH]c3ccc(Br)cc3c2=O)CC1 | 0% | 3% | 1%

Single records, as listed above. Screens in order: N370S GC mod | TDP1 block | FEN1 inh
`O=C(NCCc1ccccc1)C(=O)Nc1nccs1` across the screens: 1% | 6% | 2%
`Cc1ccc(Nc2ncc(C(=O)Nc3ccc(F)cc3F)c3ccccc23)cc1Cl` across the screens: nt | 3% | -26%
`CCOC(=O)N1CCN(C(=O)CCCn2c(=S)[nH]c3ccc(Br)cc3c2=O)CC1` across the screens: 0% | 3% | 1%
`CN(Cc1ccccc1)c1ccc(-c2nc(-c3ccccc3)no2)cc1[N+](=O)[O-]` across the screens: nt | 11% | 5%

(further entries)
SMILES | N370S GC mod | TDP1 block | FEN1 inh
O=C(OCc1ccc(F)cc1)c1cc(=O)c2ccccc2o1 | -11% | 8% | -5%
COc1ccc(COC(=O)NC(C(=O)O)c2ccccc2)cc1 (stereo not given) | -5% | -4% | 9%
CCCN(CC(=O)Nc1ccccc1C)C(=O)c1cc(C)oc1C | nt | 0% | 0%
COc1ccc(/C=C/C(=O)NCc2cn(C)nc2C)cc1COc1ccc(Br)cc1 | 10% | 6% | 2%
N=c1oc2ccc3ccccc3c2cc1-c1nnc2n1CCCCC2 | ? | 6% | 5%
COC(=O)C1Cc2c([nH]c3ccccc23)C2(CCN(Cc3ccccc3)CC2)N1 (stereo not given) | -5% | nt | 0%
CN(CC(=O)Nc1ccccc1Cl)C(=O)Cn1cnc2ccc(Cl)cc2c1=O | nt | 0% | -1%
CC(=O)c1ccc(S(=O)(=O)N2CCC(NC(=O)c3ccccc3)CC2)cc1 | 1% | nt | 1%
CCn1c(=O)c2c3c(sc2n2cnnc12)CCC3 | 4% | -3% | 1%
COc1ccc(C(C#N)C2(C)OCCO2)cc1OC (stereo not given) | 3% | -7% | -2%
NC(=O)N=Nc1c(O)[nH]c2c(Br)cc(Br)cc12 | -2% | -12% | nt
COC(=O)c1ccc(COC(=O)C2CCN(S(=O)(=O)c3c(Cl)cccc3Cl)CC2)o1 | -4% | 3% | 2%
O=[N+]([O-])c1cc(S(=O)(=O)Nc2cccc(Cl)c2)ccc1N/N=C/c1ccc(N2CCOCC2)cc1 | 22% | nt | -22%
CCc1nnc(NC(=O)CN2C(=O)/C(=C/c3ccc(OC)c(OC)c3)SC2=S)s1 | -8% | 2% | nt
O=C(Cc1cc(=O)[nH][nH]1)N/N=C/C(Cl)=C/c1ccccc1 | -7%&-1% | 8%&12% | 2%&2%
CC(C)(C)OC(=O)C[C@H]1C/C=C\C[C@@H](CC(=O)N(CCO)Cc2ccccc2)C(=O)N[C@@H](c2ccccc2)COC1=O | nt | 1% | 0%
CN(C(=O)c1ccccc1Cl)c1ccccc1 | -3% | 2% | -8%
Cc1ccc(Cn2ccsc2=NC(=O)CCl)cc1 | -1% | 0% | 17%
CCOc1ccc(N(C(=O)c2snc(C(N)=O)c2N)C(C(=O)NCC2CCCO2)c2ccc(C)o2)cc1 (stereo not given) | 16% | 17% | -1%
COc1ccc2c(c1)c1c(c(=O)n(Cc3ccccc3)c(=O)n1CC(=O)NCc1ccccc1Cl)n2C | nt | 3% | 5%
Cc1cccc(CCN2C(N(C)C)=NC[C@@H]2Cc2ccccc2)c1 | nt | 1% | 14%
Cc1oc(-c2ccccc2Cl)nc1CS(=O)CC(=O)NC1CC1 (stereo not given) | -12% | 2% | -3%
CCCNc1nc2c(c(=O)[nH]c(=O)n2C)n1CCCc1ccccc1 | 8% | 1% | -2%
CCn1c(SCC(=O)Nc2ccc3c(c2)OCO3)nnc1-c1ccccc1O | 1% | 4% | 13%
CCn1c(Cc2ccc(OC)cc2)nnc1SCC(=O)Nc1cccc(C(=O)OC)c1 | ? | 2% | 10%
Other structures:
SMILES | N370S GC mod | TDP1 block | FEN1 inh
CCOc1ccc2nc(NC(=O)c3ccco3)sc2c1 | -2% | -20% | 7%
O=C(Cc1ccccc1Cl)N1CCN(c2ccccn2)CC1 | -3% | 0% | 2%
O=C(N=Nc1c(O)[nH]c2ccccc12)c1ccc2c(c1)OCO2 | 1% | 2% | 4%
Cc1ccc(NC(=O)c2ccc(OCc3c(C)noc3C)cc2)cc1 | -14% | 3% | nt
COC(=O)CN1C(=S)N(Cc2ccccc2)C(=O)C1CC(=O)Nc1ccc(OC)cc1 (stereo not given) | 5% | -5% | 4%
COc1cccc(-c2nc(CS(=O)CC(=O)NCc3ccc4c(c3)OCO4)c(C)o2)c1 (stereo not given) | 6% | 1% | -9%
O=C(NCc1ccc2c(c1)OCO2)C1CCCN(S(=O)(=O)c2cccnc2)C1 (stereo not given) | 2% | 0% | 17%
CCN(CC)S(=O)(=O)c1cc(NC(=O)CNc2c(C)n(C)n(-c3ccccc3)c2=O)ccc1C | -2% | 3% | 1%
CCn1nc(C)c(CNC(=O)CC2C(=O)NCCN2CC(C)C)c1C (stereo not given) | -2% | nt | -11%
Cc1cccc(C(=O)Nc2sc3c(c2C(=O)O)CCC3)c1 | 9% | nt | -4%
O=C(N/N=C/C(c1ccccc1)c1ccccc1)c1ccccc1F | 19% | 5% | 3%
COc1ccc(CNS(=O)(=O)c2cc(OCC(N)=O)c(C)cc2Cl)cc1 | ? | 3% | -6%
CC(C)(C)C1C=C(Sc2ccccc2)C(=O)O1 (stereo not given) | 12% | -11% | -5%
O=C(Cl)c1ccccc1[N+](=O)[O-] | -4% | 8% | nt
CCN1CCN(C(c2cccs2)C(C)NC(=O)c2ccccc2)CC1 (stereo not given) | -6% | 0% | 1%
CC(C)C(NC(=O)C1CCCCC1)C(=O)NCc1ccccn1 (stereo not given) | 10% | 2% | -1%
CSc1ccc(CN2CCC(n3nccc3NC(=O)CCCc3ccccc3)CC2)cc1 | -8% | 6% | -5%
COc1ccc(NC(=O)/C=C/c2cccc(F)c2)cn1 | -4% | 0% | -3%
COc1cc(N)ccc1NC(=O)c1cccs1 | 10% | 10% | 2%
CCOC(=O)c1cccc(NC(=O)C(Cc2ccccc2)NS(=O)(=O)c2cccc3nsnc23)c1 (stereo not given) | nt | 0% | -1%
COc1cccc(CN2CCCN(Cc3ccc(F)cc3)S2(=O)=O)c1 | nt | -3% | 2%
O=S(=O)(c1ccccc1)c1cc(O)ccc1O | 1% | 6% | 11%
CCOc1ccc(NC(=O)CN2CCSc3ccc(S(=O)(=O)N4CCCC4)cc32)cc1 | nt | 8% | 5%
Cn1c(=O)cc(OCCCC(=O)NC2CCCC2)c2ccccc21 | 3% | 1% | -2%
Cn1c(=O)oc2cc(S(=O)(=O)N3CCCC(C(=O)NCCc4ccccc4)C3)ccc21 (stereo not given) | nt | -1% | 24%
Other structures follow:
SMILES | N370S GC mod | TDP1 block | FEN1 inh
CCCCOC(=O)c1ccc(OC(=O)c2sc3ncn(Cc4ccccc4Cl)c(=O)c3c2C)cc1 | nt | 3% | -1%
CC(C)c1ccc(NC(=O)c2cnc3sc(N4CCOCC4)nn3c2=O)cc1 | nt | 8% | 9%
COc1ccc(Cl)cc1N(C)C(=O)c1cc2c(=O)oc3ccc(C)cc3c2s1 | nt | 5% | 8%
COc1ccc(Cl)cc1S(=O)(=O)N1CCCc2ccccc21 | -13% | -9% | 6%
COc1ccc(CN(C(=O)CNC(=O)c2ccco2)C(C(=O)NCC2CCCO2)c2ccccc2)cc1 (stereo not given) | -1% | nt | -1%
Cc1ccc(N2CC(C(=O)NC3CCSC3=O)CC2=O)cc1 (stereo not given) | 3% | 3% | -1%
Cc1ccc(S(=O)(=O)N2CCN(c3nc(-c4ccncc4)nc4ccccc34)CC2)cc1 | nt | -11% | -7%
c1ccc2c(-c3nnc(SCc4cn5ccccc5n4)o3)c[nH]c2c1 | 3% | 6% | -2%
COc1ccc2cc(C(C)C(=O)N3CCC(C(N)=O)CC3)ccc2c1 (stereo not given) | -8% | 7% | -2%
N#Cc1ccc(OC(=O)C2CCN(C3=NS(=O)(=O)c4ccccc43)CC2)cc1 | nt | 0% | -3%
CSc1nc2c(c(=O)[nH]1)C(c1cccc(Br)c1)CC(=O)N2 (stereo not given) | 2% | 2% | 8%
Cc1ccc(F)cc1NC(=S)NCCc1ccccc1 | 1% | -1% | -4%
Cc1ccc(C)n1-c1nn(S(=O)(=O)c2cccc3cccnc23)c2cccc(F)c12 | 15% | -5% | -9%
Cc1[nH]c(=O)c(C(=O)c2ccccc2O)cc1C(=O)O | 7% | -5% | 5%
c1ccc(CNCC2COc3ccccc3O2)cc1 (stereo not given) | 0% | 0%[56.1 µM] | -11%
Cc1cc(C(=O)OCC(=O)Nc2cc(S(=O)(=O)N(C)C)ccc2C)c(C)o1 | -2% | 5% | nt
COc1ccc(OC)c(S(=O)(=O)N2CCC(C(=O)Nc3ccc(C)c(C)c3)CC2)c1 | ? | 4% | -2%
COc1ccc(Br)cc1CNC(=O)CCSCc1ccc(Cl)cc1 | nt | 0% | 7%
Cn1c(C(=O)NCCCN2CCCCC2)cc2sccc21 | 2% | 3% | -1%
CC1CCCCN1C(=O)CSc1nnc(-c2ccccc2O)o1 (stereo not given) | -10% | ? | 12%
O=C(N1CCCCCC1)N1CCN(S(=O)(=O)N2CCCCC2)CC1 | 3% | 2% | -2%
COc1cc2c(cc1O)[C@@H]1Cc3cc(OC)c(OC)cc3C(C2)N1C | -3% | 2% | 3%
CCOC(=O)CN(c1ccccc1C)S(=O)(=O)c1ccc(Cl)cc1 | ? | -13% | 8%

Quoted from above (4 entries):
SMILES | N370S GC mod | TDP1 block | FEN1 inh
CSc1nc2c(c(=O)[nH]1)C(c1cccc(Br)c1)CC(=O)N2 (stereo not given) | 2% | 2% | 8%
Cc1ccc(F)cc1NC(=S)NCCc1ccccc1 | 1% | -1% | -4%
Cc1ccc(C)n1-c1nn(S(=O)(=O)c2cccc3cccnc23)c2cccc(F)c12 | 15% | -5% | -9%
Cc1[nH]c(=O)c(C(=O)c2ccccc2O)cc1C(=O)O | 7% | -5% | 5%

Some of these compounds in order of the TDP1 block value, ascending.
Molecule	TDP1 block
COc1ccc(Cl)cc1S(=O)(=O)N1CCCc2ccccc21	-9%
Cc1ccc(C)n1-c1nn(S(=O)(=O)c2cccc3cccnc23)c2cccc(F)c12	-5%
Cc1ccc(F)cc1NC(=S)NCCc1ccccc1	-1%
Cn1c(C(=O)NCCCN2CCCCC2)cc2sccc21	3%
Cc1cc(C(=O)OCC(=O)Nc2cc(S(=O)(=O)N(C)C)ccc2C)c(C)o1	5%
c1ccc2c(-c3nnc(SCc4cn5ccccc5n4)o3)c[nH]c2c1	6%

Bioassay records (PubChem BioAssay)
